GAA850 FXN act = increases GAA850 frataxin promoter reporter activity. hit rate 0.56% among 360,000. HEK293 lucGAA850 FXN promoter luciferase reporter, 24 h; percent of 10 µM SAHA response. activation, % at 6 µM;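 active means activation above the average of all compounds screened plus 3 SD, cutoff fixed separately per campaign, cut at about 7.5% in these data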;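 further: 0% = DMSO wells and 100% = 10 µM SAHA wells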
ssDAF-12 act = activators of S. stercoralis DAF-12 nuclear receptor | HEK293 ssDAF-12/GRIP1 lit1-tk-luc reporter, luminescence; % of 3 µM dafachronic acid response | activation, % at 6.8 µM | hit rate 1% among 370,000 | AID 652126;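 active means activation above the mean over all tested compounds plus 3 SD, cut at about 0.9% in these data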;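 further: 0% = DMSO-only wells and 100% = 3 µM delta7-dafachronic acid wells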
DAX1 inh-1 = DAX1 (NR0B1) inhibition, primary screen. HEK293T StAR-luciferase reporter, SF-1/DAX-1 repression relief. inhibition, % at 6.8 µM. hit rate 1.1% among 370,000. AID 652010;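 active means inhibition above the mean over all tested compounds plus 3 SD, cut at about 3.6% in these data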;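 further: 0% = DAX-1 cells with DMSO and 100% = cells lacking DAX-1 with DMSO; higher inhibition means more luminescence from relief of DAX-1 repression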
hcDAF-12 act = H. contortus DAF-12 activation, primary screen. HEK293 hcDAF-12 lit1-tk-luc reporter, luminescence; 0% DMSO, 100% Δ7-dafachronic acid. activation, % at 6.8 µM. hit rate 1.4% among 370,000;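 active means activation above the mean of all tested compounds plus 3 SD, cut at about 5.5% in these data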;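 further: 100% = response to 3 µM Δ7-dafachronic acid high control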
HGIII-sPLA2 inh = Inhibits HGIII-sPLA2 liposome hydrolysis, primary screen; inhibition, % at 12.2 µM; hit rate 0.56% among 370,000; QFRET BODIPY PC-A2 liposome hydrolysis, fluorescence; Q9NZ20;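 active means inhibition above mean plus 3 SD of compounds lying within the high and low control bounds, cut at about 19% in these data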;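 further: 0% = median of test compound wells and 100% = no enzyme DMSO wells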
SMARCA2 activ = activators of SMARCA2 function. MG213 cells, MMTV-luciferase reporter, dexamethasone, overnight. activation, % at 9.1 µM. hit rate 1% among 370,000. AID 652017; in the data active means activation above about 7.8%;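 further: 0% = vehicle wells and 100% = reference activator wells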
DAX1 inh-2 = NR0B1 (DAX1) inhibition; AID 504766; hit rate 0.99% among 340,000; HEK293 Gal4-DAX1 luciferase reporter, luminescence; inhibition, % at 6.75 µM; P51843;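 active means inhibition above the mean over all tested compounds plus 3 SD, cut at about 4.2% in these data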;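 further: 0% = DAX1-transfected cells with DMSO and 100% = empty-vector control cells with DMSO; inhibition shows as a rise in luminescence from relieved DAX1 repression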
hgDAF-12 ag = agonists of H. glycines DAF-12 nuclear receptor; HEK293 GAL4-hgDAF12 UAS-luciferase reporter, agonist luminescence; normalized to butyrate control; activation, % at 6.8 µM; hit rate 1.8% among 370,000; AID 687014;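 active means activation above a cutoff set at the mean of all screened compounds plus 3 SD, cut at about 10% in these data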;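 further: 0% = DMSO wells and 100% = sodium butyrate wells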
KLK7 zymogen act = proKLK7 (human) activation, primary screen; activation, % at 7 µM; purified proKLK7, EDANS-DABCYL substrate fluorescence; 100% is mature enzyme control, 0% vehicle; hit rate 0.9% among 370,000; AID 652039;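 active means activation above the mean of all tested compounds plus 3 SD, computed per campaign excluding outliers beyond control limits, cut at about 13% in these data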
NPR1 activator = GC-A (human) enzyme activation | P16066 | HEK293 GC-A cells, cGMP TR-FRET, EC30 ANP; 0% at EC30 ANP, 100% saturating ANP | activation, % at 10 µM | hit rate 0.14% among 370,000 | AID 1671463; in the data active means activation above about 40%
NPR2 activator = GC-B (human) receptor activation; P20594; hit rate 0.11% among 370,000; activation, % at 10 µM; HEK293-GC-B cells, CNP EC30, cGMP TR-FRET; 0% at EC30 CNP, 100% saturating CNP; AID 1920062;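 active means activation at 10 µM reaching about 35% in either raw or pattern-adjusted values, limit read from the data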
Target sequence (P20594 whole entry, looked up): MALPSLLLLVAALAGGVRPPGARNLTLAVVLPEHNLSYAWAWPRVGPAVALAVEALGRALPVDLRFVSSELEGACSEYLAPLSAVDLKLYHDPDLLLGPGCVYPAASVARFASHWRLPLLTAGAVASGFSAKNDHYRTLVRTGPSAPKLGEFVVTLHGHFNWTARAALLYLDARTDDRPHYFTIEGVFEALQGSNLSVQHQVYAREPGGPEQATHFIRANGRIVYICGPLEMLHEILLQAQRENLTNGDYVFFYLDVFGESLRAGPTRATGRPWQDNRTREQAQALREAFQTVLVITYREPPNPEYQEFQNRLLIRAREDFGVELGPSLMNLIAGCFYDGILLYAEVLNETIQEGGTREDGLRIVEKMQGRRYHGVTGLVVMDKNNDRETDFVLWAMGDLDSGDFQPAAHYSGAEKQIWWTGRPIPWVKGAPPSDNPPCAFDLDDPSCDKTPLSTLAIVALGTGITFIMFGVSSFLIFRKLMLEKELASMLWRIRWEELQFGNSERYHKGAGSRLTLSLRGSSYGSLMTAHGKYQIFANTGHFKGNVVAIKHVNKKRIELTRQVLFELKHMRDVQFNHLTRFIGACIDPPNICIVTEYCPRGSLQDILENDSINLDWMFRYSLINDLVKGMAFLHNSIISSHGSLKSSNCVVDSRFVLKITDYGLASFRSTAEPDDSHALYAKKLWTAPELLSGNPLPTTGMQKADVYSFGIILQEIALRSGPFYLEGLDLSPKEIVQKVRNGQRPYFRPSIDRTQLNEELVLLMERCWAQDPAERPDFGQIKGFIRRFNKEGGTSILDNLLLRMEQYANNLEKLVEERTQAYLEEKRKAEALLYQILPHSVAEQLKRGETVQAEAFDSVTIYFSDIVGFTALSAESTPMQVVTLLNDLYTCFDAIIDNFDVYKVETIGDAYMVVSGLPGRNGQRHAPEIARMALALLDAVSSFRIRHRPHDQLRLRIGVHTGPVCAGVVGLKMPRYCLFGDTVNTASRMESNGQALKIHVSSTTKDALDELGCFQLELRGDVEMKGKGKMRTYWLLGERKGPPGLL
The depositor's hits bear a star; . = not tested or not shown. Not a hit list. Share with any hit: about 6.7%.

SMILES	GAA850 FXN act	ssDAF-12 act	DAX1 inh-1	hcDAF-12 act	HGIII-sPLA2 inh	SMARCA2 activ	DAX1 inh-2	hgDAF-12 ag	KLK7 zymogen act	NPR1 activator	NPR2 activator
Fc1ccc(Cc2nnc(-c3cccs3)o2)cc1	1.4	-0.7	0.4	0.4	0	1	4.3*	7.3	0.0	-7	-10
CC(=O)Nc1cccc(OCc2ccc(S(=O)(=O)Cc3ccccc3)cc2)c1	-1.0	-1.2	-1.3	-0.2	-21	-2	-1.4	4.5	0.4	4	4
C=CCn1cnnc1SCC(=O)N(C)CC1COc2ccccc2O1 (stereo not given)	1.1	-1.1	-2.3	0.3	-2	-2	0.5	0.6	0.4	0	3
O=C(O)c1c(C(=O)O)c(-c2ccc(Cl)c(Cl)c2)n2c1CSC2	1.2	-1.2	-0.2	-1.4	-3	-1	-1.3	1.3	0.5	3	2
O=C(Nc1ccccc1[N+](=O)[O-])c1cccc(N2C(=O)CCC2=O)c1	3.5	-1.1	-0.1	3.4	4	-1	0.0	1.5	-0.1	2	-1
Nc1ccccc1C(=O)N=Nc1[nH]c(N)c2ccccc12	2.4	-0.6	2.1	0.1	2	-2	0.3	4.7	3.8	-3	-4
O=C(COC(=O)Cc1cn2ccsc2n1)NC12CC3CC(CC(C3)C1)C2	0.0	-1.4	-0.1	-0.1	-3	-2	0.0	-1.0	-1.1	-7	3
Cc1cc(C)cc(N(C(=O)CNC(=O)c2ccco2)C(C(=O)NC2CCCCC2)c2ccncc2)c1 (stereo not given)	-0.8	-1.3	-0.3	1.8	4	-2	3.8	0.7	-0.1	-23	-4
COc1ccccc1C(=O)NC(=S)Nc1ccc(Cc2ccncc2)cc1	0.0	-1.4	-1.1	-0.2	-1	-1	-3.2	-0.6	0.3	2	1
CN(C)S(=O)(=O)c1ccc(Cl)c(NC(=O)CN2CCNC(=O)C2)c1	0.5	-1.3	-1.3	-0.7	-3	3	-0.8	-4.3	-0.5	0	6
O=C(NC(=S)Nc1ccc(S(=O)(=O)Nc2nccs2)cc1)c1ccc(Br)o1	2.8	-1.2	0.4	-0.6	-5	4	1.0	-1.3	0.3	0	6
C[C@@H]1CN([C@@H](C)CO)C(=O)c2cc(NC(=O)Nc3ccc4c(c3)OCO4)ccc2O[C@@H](C)CCCCO[C@@H]1CN(C)CC1CCCCC1	.	-0.2	1.4	3.8	-9	-1	.	1.3	-0.4	-3	4
O=C(CCC1CCCCC1)NCc1ccncc1	0.1	-1.7	0.5	-0.9	2	-3	0.6	0.4	1.4	2	2
c1csc(-c2ccc(N3CCOCC3)nn2)c1	2.0	0.0	3.4	6.6*	0	1	-0.1	13*	1.0	0	-5
Cc1cc2c3c(c1C)C1(C(=O)N3C(C)(C)CC2C)C(C#N)=C(N)Oc2n[nH]c(C)c21 (stereo not given)	0.4	-1.8	0.1	-1.0	-16	0	0.8	1.0	0.0	-2	2
Cn1c(CSc2ncn[nH]2)nc2ccccc21	0.1	-1.4	0.9	1.0	-2	0	0.7	-0.3	-0.4	-2	7
COc1ccc2[nH]c(CN3CCN(C(C)C)C(CCO)C3)c(C)c2c1 (stereo not given)	-1.0	-0.6	0.4	0.1	-4	-3	-1.2	-1.1	1.3	-4	-4
CCc1cc2c(=O)c(-c3ccon3)c(N)oc2cc1OC	4.0	-1.0	0.3	7.3*	1	8.7*	2.6	9.1	-0.4	3	-2
Cc1cccc(N2CCN(C(=O)c3ccc4c(c3)CCN4S(C)(=O)=O)CC2)c1C	0.3	-1.4	-0.7	-3.5	-4	-3	0.2	-3.8	0.3	0	-2
C/C(=N\N1C(=O)c2ccccc2NC1c1ccccc1)c1ccccc1O (stereo not given)	1.7	-1.0	3.8*	2.5	-1	9.9*	1.8	9.4	1.6	-15	-2
COc1ccc(N(CC(=O)NCc2ccccc2)S(=O)(=O)c2c(C)noc2C)cc1	1.7	-0.9	0.8	-0.8	2	1	-0.3	-1.7	0.1	2	-2
Oc1ccccc1C1CC(c2cccs2)=NC(c2cccc(Br)c2)N1 (stereo not given)	1.7	0.7	-0.1	0.3	-8	2	-0.3	3.5	1.1	-8	-3
Cc1ccsc1C(=O)N(Cc1nnc(-c2ccccc2Cl)o1)C1CC1	2.1	-1.4	-0.3	-1.3	7	-2	0.1	0.4	0.0	-1	1
O=c1c(-c2ccc(Cl)cc2)[n+]([O-])c2ccccc2n1OCc1ccccn1	0.3	-0.8	0.1	0.0	3	1	0.4	1.3	0.0	0	2
Cc1ccnc2nc(C(=O)OCCOc3ccc(Cl)cc3)nn12	0.1	-1.1	-0.1	-0.5	4	-1	0.0	4.2	-0.6	4	-2

(further entries)
SMILES	GAA850 FXN act	ssDAF-12 act	DAX1 inh-1	hcDAF-12 act	HGIII-sPLA2 inh	SMARCA2 activ	DAX1 inh-2	hgDAF-12 ag	KLK7 zymogen act	NPR1 activator	NPR2 activator
Cc1cc(NC(=O)COC(=O)c2n[nH]c3ccccc23)no1	2.1	-0.6	1.4	1.4	-11	1	0.3	7.3	-0.3	-1	-6
Cc1cc(C)c(S(=O)(=O)N2CCCC(C(=O)NCc3cccnc3)C2)c(C)c1 (stereo not given)	0.7	-1.7	0.0	-2.2	-4	2	0.0	-4.8	-1.1	-3	0
CCOC(=O)c1c(C)nc(-c2ccccc2)nc1NC(=O)CC	3.5	-0.8	1.6	2.9	5	2	0.8	6.7	-0.2	3	1
C(/C=C/C=C/Nc1ccccc1)=Nc1ccccc1	0.8	-0.6	1.9	5.3	1	0	-0.8	5.2	0.0	4	-1
COc1ccc(-c2cc3nc4c(c(=O)n3[nH]2)CCC4)cc1	3.2	-0.6	1.2	0.3	2	2	1.8	2.8	-7.8	1	-8
Cc1ccc(COC(=O)c2cccc(S(=O)(=O)N3CCCCC3)c2)cc1	4.3	-0.7	-0.7	0.3	0	-1	0.1	3.0	0.0	8	-6
Cc1cccc(NC(=O)c2ccc([N+](=O)[O-])o2)n1	3.6	-0.8	-2.5	-0.6	2	11*	-2.2	-2.2	0.7	.	.
COc1ccc(S(=O)(=O)N2CCCCC2)cc1NC(=O)CCc1nc2ccccc2c(=O)[nH]1	-1.9	-1.0	0.0	-0.9	-2	-1	0.6	-0.2	0.1	0	4
Nc1nc(NCc2ccco2)nc(N2CCCCC2)c1[N+](=O)[O-]	3.9	-1.1	-0.8	-2.2	-10	-2	0.3	0.6	-0.3	6	3
Cc1ccc(C2=NN(C3=NN=C(N)Cc4ncnn43)C(O)(C(F)(F)F)C2)cc1 (stereo not given)	1.2	-1.8	0.1	-0.2	-51	-1	-1.1	-1.4	-0.7	2	5
COC(=O)c1ccc(C)c(NS(=O)(=O)c2ccc(C)c([N+](=O)[O-])c2)c1	1.7	-0.2	-0.2	-0.5	-20	1	0.6	-1.3	-0.4	2	3
Cc1cccc(C)c1NC(=O)Nc1ccccc1-n1ccnc1	2.2	-0.6	0.2	1.0	-2	0	-1.8	-0.4	0.1	-1	0
O=C(c1ccco1)N1CCN(Cc2cc(=O)c(OCc3ccccc3Cl)co2)CC1	0.8	-1.1	-0.3	-1.6	5	-2	2.3	-1.4	0.1	-1	2
NC(=S)NNc1cccc2cccnc12	2.2	0.8	-1.5	1.0	9	-4	-1.1	3.4	0.0	10	4
Cn1c(SCc2cccc(Cl)c2)nc(C(F)(F)F)cc1=O	1.9	-0.2	-0.7	0.9	1	0	-0.5	-0.9	0.6	-3	-2
Cc1cc(C)cc(NC(=O)CSc2nnc(-c3cc(C)[nH]n3)n2N)c1	-0.4	-1.7	0.5	0.0	1	-3	-0.3	0.5	0.1	3	-4
CCCCN1CC(=O)N2[C@H]3c4ccc(OC)cc4OC[C@@H]3[C@H](c3ccccc3)[C@]2(C)C1=O	1.2	-0.6	-0.1	-0.7	-2	0	-0.3	-2.0	1.0	-7	0
CC(=O)OCC[n+]1c(C)n(-c2ccccc2)c2ccc(Cl)cc21	0.7	-0.8	-0.1	-0.7	3	-1	2.5	-2.1	-0.6	0	7
Cc1ccc(S(=O)(=O)NCCC(=O)OCc2ccc([N+](=O)[O-])cc2)cc1C	3.1	-1.4	0.4	-1.9	-29	-1	0.0	-0.8	0.5	-2	-6
COc1ccc(-c2noc(CCC(=O)NCC3CCCO3)n2)cc1 (stereo not given)	2.4	-1.0	-0.4	0.3	1	-2	1.1	6.0	-0.6	1	-1
CCOC(=O)C1(CC2CC2)CCN(Cc2cc(Cl)c(O)c(OC)c2)CC1	-0.2	-1.5	-0.1	0.8	-3	0	0.9	-0.8	-0.1	-5	-2
Cc1nn2c(-c3ccc(Cl)cc3)ccnc2c1-c1ccccc1	-0.9	-1.1	0.6	-0.6	-5	1	1.4	-0.5	-0.6	2	1
O=C(Nc1ccc2oc(-c3ccccc3F)nc2c1)c1ccco1	2.7	0.2	4.4*	3.7	-2	1	2.4	15*	1.0	13	-9
Cc1ccc(NC(=O)CN2C(=O)NC3(CCCC3)C2=O)c(Cl)c1	-2.1	-0.6	0.0	0.6	7	-2	-1.7	-2.0	0.2	4	6
O[C@H](COc1cccc(C(F)(F)F)c1)CN1CCC(C(O)(c2ccccc2)c2ccccc2)CC1	.	-1.3	-0.8	-2.1	-12	-1	.	1.0	0.8	-13	-7
N#Cc1nc(-c2cccs2)oc1NCCCN1CCOCC1	2.1	-1.1	-0.3	-0.7	6	-1	1.1	-0.5	42*	0	1
O=C(CSc1nc2cc(C(F)(F)F)ccc2n1Cc1ccccc1)NC1CCS(=O)(=O)C1 (stereo not given)	4.0	-1.1	0.3	0.1	-11	-4	0.2	-3.0	0.6	-20	-12
CCOc1cc(/C=N/O)ccc1OCc1ccc(F)cc1	6.9	-0.8	-0.2	0.4	-9	2	-0.3	1.2	-0.1	-2	-5
O=C(Nc1ccccc1)[C@@H]1CCCN1S(=O)(=O)c1ccc(Cl)cc1	0.3	-1.0	0.1	-1.4	6	0	-0.2	-1.8	-0.4	-2	-1
Cc1c(C)n2c(SCC(=O)N3CCN(c4ccccc4)CC3)nnc2[nH]c1=O	0.7	-0.9	-3.5	-1.0	16	-4	3.3	-2.6	0.2	2	-3

By substructure, the entries above containing a CF3 group.
SMILES	GAA850 FXN act	ssDAF-12 act	DAX1 inh-1	hcDAF-12 act	HGIII-sPLA2 inh	SMARCA2 activ	DAX1 inh-2	hgDAF-12 ag	KLK7 zymogen act	NPR1 activator	NPR2 activator
Cc1ccc(C2=NN(C3=NN=C(N)Cc4ncnn43)C(O)(C(F)(F)F)C2)cc1 (stereo not given)	1.2	-1.8	0.1	-0.2	-51	-1	-1.1	-1.4	-0.7	2	5
Cn1c(SCc2cccc(Cl)c2)nc(C(F)(F)F)cc1=O	1.9	-0.2	-0.7	0.9	1	0	-0.5	-0.9	0.6	-3	-2
O[C@H](COc1cccc(C(F)(F)F)c1)CN1CCC(C(O)(c2ccccc2)c2ccccc2)CC1	.	-1.3	-0.8	-2.1	-12	-1	.	1.0	0.8	-13	-7
O=C(CSc1nc2cc(C(F)(F)F)ccc2n1Cc1ccccc1)NC1CCS(=O)(=O)C1 (stereo not given)	4.0	-1.1	0.3	0.1	-11	-4	0.2	-3.0	0.6	-20	-12

Screening results (PubChem)
